hcGAS lum – Primary biochemical luminescence assay for human cyclic GMP-AMP synthase inhibitors | Q8N884 | recombinant h-cGAS, ATP depletion, Kinase-Glo luminescence | 290,000 tested, 0.081% active | inhibition, % at 12.5 µM;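 note: 0% = vehicle reaction and 100% = reaction without DNA for no activity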
Target sequence (Q8N884 whole entry, looked up): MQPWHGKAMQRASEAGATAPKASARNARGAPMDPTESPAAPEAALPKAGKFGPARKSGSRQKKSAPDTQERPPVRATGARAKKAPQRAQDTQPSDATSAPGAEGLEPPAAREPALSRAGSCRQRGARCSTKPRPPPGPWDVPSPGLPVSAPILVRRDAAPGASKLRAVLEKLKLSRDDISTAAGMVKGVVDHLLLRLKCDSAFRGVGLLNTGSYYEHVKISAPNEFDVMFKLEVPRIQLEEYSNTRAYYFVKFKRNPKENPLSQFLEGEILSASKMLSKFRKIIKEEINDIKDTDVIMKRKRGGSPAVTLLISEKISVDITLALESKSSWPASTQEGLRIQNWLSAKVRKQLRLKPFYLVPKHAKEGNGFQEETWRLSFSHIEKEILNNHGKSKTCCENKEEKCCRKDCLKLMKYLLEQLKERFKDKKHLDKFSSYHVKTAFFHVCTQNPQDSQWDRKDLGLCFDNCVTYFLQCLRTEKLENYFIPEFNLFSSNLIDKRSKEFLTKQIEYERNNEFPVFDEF
NPYLR7 ag – agonists of mosquito NPYLR7 receptor, primary screen, cell-based, Aedes aegypti, calcium fluorescence, mosquito biting behavior; 270,000 tested, 0.15% active; activation, % at 10 µM; AID 1259423, 2018; HEK293T NPYLR7/Galpha15, GCaMP6s calcium fluorescence; Aedes aegypti neuropeptide Y-like receptor 7 (NPYLR7); in the data active = activation above about 40%;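 note: 0% = vehicle and 100% = reference agonist at the receptor; some compounds past the cut are filed as inactive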
mcGAS inh – cyclic GMP-AMP synthase inhibitors, mouse, primary biochemical chemiluminescence. Q8C6L5. recombinant cGAS, Kinase-Glo ATP depletion luminescence. inhibition, % at 12.5 µM. 160,000 tested, 0.15% active;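 note: 0% = negative control wells and 100% = reference inhibitor with no enzyme activity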
Active calls of the source: *. Cut-off read from the data, not from the text of the source, unless noted: active = inhibition above about 40%; inactive = the rest.

`CC(C)CNC1CCN(c2ccc(NC(=O)c3cccc(Cl)c3)cc2)CC1` gave hcGAS lum -6 and NPYLR7 ag 7.
For Cc1cc(NC(=O)c2ccccc2)n(-c2ncnc3c2cnn3-c2cccc(C)c2C)n1 the results were hcGAS lum -4, NPYLR7 ag 2 and mcGAS inh -2.
Screening Cn1ccnc1-c1c(-c2ccccc2)ncn1CCC(=O)NC1CCCCC1 returned hcGAS lum -4, NPYLR7 ag -4 and mcGAS inh -11.
`Cc1cc(NC(=O)CN2CCOC(C)C2)ccc1Br` (centres undefined) gave hcGAS lum -13, NPYLR7 ag 6 and mcGAS inh -5.
`COc1cc2c(cc1OC)C(c1c(F)cccc1Cl)N(C(=O)c1ccc(F)c(F)c1)CC2` (centres undefined) gave hcGAS lum -4, NPYLR7 ag 19 and mcGAS inh -7.
Screening COCC(C)Nc1nc(C23CC4CC(CC(C4)C2)C3)cs1 (centres undefined) returned hcGAS lum -5, NPYLR7 ag 8 and mcGAS inh -8.
Screening COc1cc(NS(C)(=O)=O)cc(Br)c1O returned hcGAS lum -6 and NPYLR7 ag -1.
`CCC(C)C(NC(=O)c1cccc(C(F)(F)F)c1)C(=O)Nc1nnc(-c2ccc(Br)cc2)s1` (centres undefined) gave hcGAS lum -2, NPYLR7 ag 19 and mcGAS inh -6.
Screening COc1ccc(C=Cc2sc3ccccc3[n+]2CCCS(=O)(=O)O)cc1OCc1ccccc1 returned hcGAS lum 0 and NPYLR7 ag 5.
For CCNc1nc(NCC)nc(OCCNC(=O)COc2ccc(Cl)cc2Cl)n1 the results were hcGAS lum -6, NPYLR7 ag 4 and mcGAS inh -4.
COc1cccc(COC2CCCN(C(=O)C3CCC3)C2)c1 (centres undefined) was read as hcGAS lum -4, NPYLR7 ag -8 and mcGAS inh -6.
For COc1c(Cl)cc(C(=O)Nc2nnn(C)n2)cc1Cl the results were hcGAS lum 0, NPYLR7 ag 8 and mcGAS inh -6.
COc1cc(NS(=O)(=O)c2ccc(Cl)cc2)c(OC)cc1Cl was read as hcGAS lum -1 and NPYLR7 ag -6.
For COC(=O)C1(C(=O)N2CCCN(C)C3(CCN(C)CC3)C2)CC1 the results were hcGAS lum -6, NPYLR7 ag 2 and mcGAS inh -10.
N#CCCn1cc(C(=O)n2nnc3ccccc32)c(-c2cc3ccccc3o2)n1 was read as hcGAS lum -1 and NPYLR7 ag 4.
For COC(=O)CCCNC(=O)c1ccc(Cl)c(S(=O)(=O)N2CCCC2)c1 the results were hcGAS lum 2, NPYLR7 ag -3 and mcGAS inh -4.
Cc1ccc2[nH]c(C(=O)O)c(CN3CCCC(c4ccn[nH]4)C3)c2c1 (centres undefined) was read as hcGAS lum 1 and NPYLR7 ag 0.
`Cc1ccccc1C(NC(=O)C1CCN(CCCc2ccccc2)CC1)c1ccsc1` (centres undefined) gave hcGAS lum -4, NPYLR7 ag 12 and mcGAS inh -2.
CCC(C)N(Cc1cccc(OS(=O)(=O)CC)c1)C(=O)Nc1ccc(F)c(F)c1 (centres undefined) was read as hcGAS lum 9, NPYLR7 ag -9 and mcGAS inh 2.
For O=C(Cn1ncccc1=O)N1CCN(c2ccc(-c3ccco3)nn2)CC1 the results were hcGAS lum -6 and NPYLR7 ag 0.
COc1cc(CNCc2ccc3c(c2)OCO3)cc(Cl)c1OC(F)F was read as hcGAS lum -4 and NPYLR7 ag 5.
For O=C(Nc1cc(F)ccc1F)N1CCCC1c1ccncc1 (centres undefined) the results were hcGAS lum -6 and NPYLR7 ag -8.
Cc1cc(C)cc(NC(=O)/C(C#N)=C/c2c(O)ccc3ccccc23)c1 was read as hcGAS lum 3 and NPYLR7 ag 1.
`C#CCC(OC(=O)Cc1ccc(C)c(OC)c1)c1ccccn1` (centres undefined) gave hcGAS lum -10 and NPYLR7 ag 3.
CC(=O)Nc1cnc(-c2ccccc2CO)cn1 was read as hcGAS lum -10 and NPYLR7 ag 6.
`CNc1nc(CNc2ncc(Br)cn2)cs1` gave hcGAS lum -8 and NPYLR7 ag 1.
CC(=O)c1cccc(NS(=O)(=O)c2cccc(Cl)c2)c1 was read as hcGAS lum -4, NPYLR7 ag 1 and mcGAS inh -7.
For CC1CC(C)CN(CC(=O)NC(c2cccs2)C(C)C)C1 (centres undefined) the results were hcGAS lum -14, NPYLR7 ag 10 and mcGAS inh -10.
CCCCC(=O)Nc1ccc(C)cc1NC(=O)C1CC=CCC1 (centres undefined) was read as hcGAS lum -7, NPYLR7 ag 13 and mcGAS inh -18.
For CC(=O)N1CCC(Oc2ccc(Cl)cc2C(=O)N(C)Cc2nccn2C)CC1 the results were hcGAS lum -10 and NPYLR7 ag 9.
Screening COc1ccccc1OCC1CN(C(=O)c2cc(OC)c(C)c(OC)c2)CCO1 (centres undefined) returned hcGAS lum -9, NPYLR7 ag 5 and mcGAS inh -5.
For Cc1cc(C)c2[nH]c(O)c(N=NC(=O)COc3ccccc3C)c2c1 the results were hcGAS lum -4, NPYLR7 ag 1 and mcGAS inh -5.
`Cc1nccn1CCCNC(=O)CC(C)CCc1ccccc1` (centres undefined) gave hcGAS lum 6 and NPYLR7 ag 1.
Screening COc1ccc(Cc2noc(-c3ccc(N4CCCC4)nc3)n2)cc1 returned hcGAS lum -4 and NPYLR7 ag 4.
`N#Cc1c2n(c(=O)n(CC(=O)N3CCN(C(=O)c4ccco4)CC3)c1=O)CCC2` gave hcGAS lum -7, NPYLR7 ag 4 and mcGAS inh -5.
For Cc1cc(NC(=O)c2cc(=O)c3ccccc3o2)n(-c2nc(-c3ccccc3)cs2)n1 the results were hcGAS lum -4, NPYLR7 ag -8 and mcGAS inh -2.
Screening COC(=O)c1c(C)[nH]c(C(=O)C(C)OC(=O)C23CC4CC(CC(C4)C2)C3)c1C (centres undefined) returned hcGAS lum -8 and NPYLR7 ag 19.
For COc1cccc(-c2cc(C(=O)NC(C)C(C)C)n3nc(C(C)(C)C)cc3n2)c1 (centres undefined) the results were hcGAS lum -10, NPYLR7 ag 9 and mcGAS inh -9.
`COC[C@H]1CCCN1Cc1cccc(C(=O)Nc2ncc(C)s2)c1` gave hcGAS lum -6 and NPYLR7 ag 3.
COc1cccc(C(=O)ON=C(N)Cc2cccc3ccccc23)c1 was read as hcGAS lum -5, NPYLR7 ag -5 and mcGAS inh -4.
Screening O=C(NCCSCc1ccccc1)c1cncn1-c1cccc(-c2ccccc2C(F)(F)F)c1 returned hcGAS lum -8, NPYLR7 ag 4 and mcGAS inh -7.
Screening O=C(COc1ccc(Cl)cc1)N1CCN(c2nc3nccc(-c4cccc(C(F)(F)F)c4)n3n2)CC1 returned hcGAS lum -5, NPYLR7 ag 16 and mcGAS inh -7.
Screening O=C1/C(=C/c2cc3c(cc2Cl)OCO3)SC(=Nc2ccccc2)N1c1ccccc1 returned hcGAS lum 7, NPYLR7 ag -5 and mcGAS inh 4.
`COc1ccc(C)cc1-c1csc(NC(=O)CCc2cccs2)n1` gave hcGAS lum -4 and NPYLR7 ag 1.
Screening Cn1c(=O)[nH]c2cc(C(=O)OCc3ccoc3)ccc21 returned hcGAS lum 1 and NPYLR7 ag -1.
For COc1ccc(S(=O)(=O)N2CCOCC2)cc1N1CCN(C(=O)C(Cl)Cl)CC1 the results were hcGAS lum -3, NPYLR7 ag -1 and mcGAS inh -6.
O=C(CCCc1cn[nH]c1)N1CCOC(c2ccc(Cl)cc2)C1 (centres undefined) was read as hcGAS lum -5, NPYLR7 ag 41 and mcGAS inh -12.
For CCC(CC)C1C(C#N)C(=N)SC(=N)C1C#N (centres undefined) the results were hcGAS lum -4, NPYLR7 ag 3 and mcGAS inh -1.
Screening CN(CCNC(=O)c1cccnc1N1C[C@H]2C[C@H](C1)[C@H]1CCCC(=O)N1C2)C1CCCCC1 returned hcGAS lum -8 and mcGAS inh -5.
Screening O=C(NC1CCC2(CC1)OCCO2)c1ccc(-n2ccc(C(F)(F)F)n2)cc1 returned hcGAS lum -6, NPYLR7 ag 7 and mcGAS inh -13.
For O=C(Cn1ncn2nc(-c3ccccc3)cc2c1=O)NCCc1ccccc1 the results were hcGAS lum -5, NPYLR7 ag -7 and mcGAS inh -7.
Screening Fc1c(F)c(N2CCOCC2)c(F)c(F)c1-c1ccccc1 returned hcGAS lum 0 and NPYLR7 ag -12.
For Cc1ccccc1CN(CCO)CC1CCC(N)CC1 (centres undefined) the results were hcGAS lum -8, NPYLR7 ag -2 and mcGAS inh -9.
For CNC(=O)CSc1nnc(SCCC(=O)O)s1 the results were hcGAS lum -2, NPYLR7 ag -1 and mcGAS inh -5.
Screening Cc1cccc(OC(C)(C)C(=O)NCc2cccnc2N(C)C)c1 returned hcGAS lum -4 and NPYLR7 ag 5.
`CCc1cc(N2CCN(c3cccc(C(F)(F)F)c3)CC2)nc(SCc2ccc(C(=O)NCC3CCCO3)cc2)n1` (centres undefined) gave hcGAS lum -10, NPYLR7 ag 13 and mcGAS inh -6.
CCN(CC)c1c(C)nc2ccc(C(=O)NCC3CCCCC3)cn12 was read as hcGAS lum -9, NPYLR7 ag -3 and mcGAS inh -2.
For COC(=O)C(Cc1ccccc1)NC(=O)C1CC=CCC1C(=O)N1CCc2ccccc2C1 (centres undefined) the results were hcGAS lum -2, NPYLR7 ag 7 and mcGAS inh -4.
Screening CSC1(SC)C(Oc2ccccc2)C(=O)N1Cc1ccco1 (centres undefined) returned hcGAS lum -9 and NPYLR7 ag -3.
`OC(COc1ccccc1)CN(CCN1CCOCC1)Cc1cccs1` (centres undefined) gave hcGAS lum -2, NPYLR7 ag 11 and mcGAS inh -5.

A draw from above in order of molecular weight, low to high.
For CNC(=O)CSc1nnc(SCCC(=O)O)s1 the results were hcGAS lum -2, NPYLR7 ag -1 and mcGAS inh -5.
Screening Cc1cccc(OC(C)(C)C(=O)NCc2cccnc2N(C)C)c1 returned hcGAS lum -4 and NPYLR7 ag 5.
Screening CSC1(SC)C(Oc2ccccc2)C(=O)N1Cc1ccco1 (centres undefined) returned hcGAS lum -9 and NPYLR7 ag -3.
`OC(COc1ccccc1)CN(CCN1CCOCC1)Cc1cccs1` (centres undefined) gave hcGAS lum -2, NPYLR7 ag 11 and mcGAS inh -5.
For COC(=O)C(Cc1ccccc1)NC(=O)C1CC=CCC1C(=O)N1CCc2ccccc2C1 (centres undefined) the results were hcGAS lum -2, NPYLR7 ag 7 and mcGAS inh -4.
`CCc1cc(N2CCN(c3cccc(C(F)(F)F)c3)CC2)nc(SCc2ccc(C(=O)NCC3CCCO3)cc2)n1` (centres undefined) gave hcGAS lum -10, NPYLR7 ag 13 and mcGAS inh -6.

Later entries
For CCCCN(CC(=O)N(CCc1ccc(OC)c(OC)c1)Cc1cccs1)C(=O)c1ccccc1F the results were hcGAS lum -7, NPYLR7 ag 4 and mcGAS inh -5.
N#Cc1ccc(F)c(COC(=O)c2cncc(Br)c2)c1 was read as hcGAS lum -3 and NPYLR7 ag -8.
Cc1c(C(=O)NC2(C#N)CCCC2)cnn1-c1cccc(C(F)(F)F)c1 was read as hcGAS lum 5 and NPYLR7 ag -2.
CCc1nc2c(OCc3cccc(OC)c3)cccn2c1N(C)C(=O)c1ccccc1F was read as hcGAS lum 5, NPYLR7 ag -18 and mcGAS inh 3.
For CC(C)(C)NC(=O)C1(C)CCN1Cc1csc2ccccc12 (centres undefined) the results were hcGAS lum -1 and NPYLR7 ag -2.
COc1ccccc1OCCN1CCC(C(=O)NC(c2ccc(C)cc2)c2ccccn2)CC1 (centres undefined) was read as hcGAS lum -1, NPYLR7 ag -1 and mcGAS inh -3.
For CCN(Cc1cccs1)C(=O)NCc1ccc2c(c1)OCO2 the results were hcGAS lum -3, NPYLR7 ag 5 and mcGAS inh -6.
For CCNC(=O)NC1CCN(c2ccccc2C(=O)N2CCOCC2)CC1 the results were hcGAS lum -7, NPYLR7 ag 22 and mcGAS inh -6.
`O=C(CCn1c(=O)oc2ccccc21)Nc1nc2c(s1)CCCC2` gave hcGAS lum -7 and NPYLR7 ag 2.
`CN(CC1CCCCO1)C(=O)CCn1c(=O)[nH]c2ccccc21` (centres undefined) gave hcGAS lum -4 and NPYLR7 ag 7.
For CCOC(=O)c1ccc(N=c2oc3ccccc3cc2-c2nc3ccccc3[nH]2)cc1 the results were hcGAS lum -4, NPYLR7 ag 0 and mcGAS inh -5.
Screening CCOC(=O)c1c(NC(=O)c2sc(Nc3ccc(F)cc3)c(C(N)=O)c2N)sc2c1CCC2 returned hcGAS lum -7 and NPYLR7 ag -6.

Rows were taken by chance. About 0.26% of those tested had a hit in this group.
